NTR1 agonist = agonists of NTR1, primary screen, imaging, U2OS cells, beta-arrestin-GFP, high content (AID 493036). NTR1-U2OS beta-arrestin-GFP spot imaging, agonist mode. activation, % at 20 µM. 330,000 compounds, 0.17% hits;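 active = activation at or above 40% of the spot to cytoplasm intensity ratio, with at least 20 cells analyzed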;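 note: 0% = DMSO without peptide and 100% = 100 nM NTR1 peptide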
Target sequence (P30989 whole entry, looked up): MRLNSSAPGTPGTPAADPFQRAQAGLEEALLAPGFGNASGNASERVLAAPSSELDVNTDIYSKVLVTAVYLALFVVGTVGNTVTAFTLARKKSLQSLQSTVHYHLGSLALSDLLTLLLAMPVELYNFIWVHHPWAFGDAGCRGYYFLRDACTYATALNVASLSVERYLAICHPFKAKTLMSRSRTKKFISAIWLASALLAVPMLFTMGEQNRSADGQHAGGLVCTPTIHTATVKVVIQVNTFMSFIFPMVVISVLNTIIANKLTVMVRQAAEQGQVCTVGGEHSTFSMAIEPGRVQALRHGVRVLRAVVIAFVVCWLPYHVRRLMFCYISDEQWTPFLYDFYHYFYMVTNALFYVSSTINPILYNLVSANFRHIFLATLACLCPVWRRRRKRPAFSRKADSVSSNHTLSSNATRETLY
Rac1 GTP hydrolysis = MgcRacGAP GTPase-activating activity inhibitors, confirmation, biochemical, ADP Hunter fluorescence; MgcRacGAP-stimulated Rac1 GTP hydrolysis, ADP Hunter fluorescence; higher % means a stronger effect; GST-tagged Rac1 F28L mutant substrate; one-dose inhibition, % at 30 µM; IC50 in µM for titrated hits; 340,000 compounds, 0.6% hits;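 active = first-screen hits whose inhibition reached a set limit at any dose in the follow-up dose series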;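 note: fluorescence reports GDP produced by GAP-driven GTP hydrolysis; strong numbers were not always called active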
UTI89 phage lysis = inhibition of K1F phage lysis, E. coli UTI89, bacterial capsule biogenesis inhibitors, alamar blue (AID 488966) | E. coli UTI89 K1F phage lysis, alamar blue, 2 h; higher % means a stronger effect | inhibition, % at 100 µM; hits with a dose series show IC50 in µM | 340,000 compounds, 0.02% hits;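 active = phage lysis inhibition, versus mean bacterial control, above a set limit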;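 note: capsule biogenesis inhibitors block K1F phage lysis so surviving cells raise fluorescence; higher fluorescence means more inhibition of phage lysis; actives were called in the ten point dose series up to 300 µM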
KOR beta-arrestin-1 = kappa opioid receptor activators – cell-based, luminescence, uHTS, primary screen (AID 1777) | KOR beta-arrestin recruitment, luminescence; higher % means a stronger effect | activation, % at 10 µM, or EC50 in µM where a hit was titrated | 280,000 compounds, 0.02% hits; in the data active = activation above about 50%, passing the limit was not always enough; note: a part of the inactive calls stands beside numbers as strong as those of hits
GPR55 activation = selective activators of receptor GPR55 – imaging, U2OS cells, beta-arrestin-GFP redistribution, primary screen (AID 1961); 290,000 compounds, 0.048% hits; U2OS GPR55 beta-arrestin-GFP redistribution imaging; higher % means a stronger effect; activation, % at 10 µM; hits with a dose series show EC50 in µM;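 active = activation above 40% with more than 50 cells counted in the well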;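 note: U2OS osteosarcoma cells stably expressing GPR55 and beta-arrestin-GFP; plate controls were DMSO negative control for no effect and LPI positive control for full effect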
NOD1 inhibition = inhibition of NOD1-driven NF-kB reporter – cell-based, luminescence, uHTS, primary screen (AID 1578) | 290,000 compounds, 1% hits | NOD1-driven NF-kB luciferase reporter cells, luminescence; higher % means a stronger effect | inhibition, % at 4 µM, or EC50 in µM where a hit was titrated; in the data active = inhibition mostly above about 36%, no sharp cut-off; inactive = mostly below about 34%;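 note: HEK-293T reporter cells stimulated with the NOD1 agonist gamma-tri-DAP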
KOR beta-arrestin-2 = KOR antagonists, beta-arrestin recruitment, cell-based, luminescence, uHTS (AID 1778); KOR beta-arrestin recruitment, luminescence, antagonist mode; higher % means a stronger effect; one-dose inhibition, % at 10 µM; IC50 in µM for titrated hits; 290,000 compounds, 0.091% hits; in the data active = inhibition above about 50%; note: strong numbers were not always called active
GPR35 antagonists = inhibition of zaprinast-stimulated GPR35 beta-arrestin translocation – imaging, U2OS, beta-arrestin-GFP, zaprinast agonist, primary screen (AID 2058); U2OS GPR35 beta-arrestin-GFP translocation imaging, zaprinast antagonism; higher % means a stronger effect; inhibition, % at 10 µM, or IC50 in µM where a hit was titrated; 290,000 compounds, 0.052% hits;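 active = inhibition of at least 50% with at least 30 cells and total cytoplasm GFP at most 10,000,000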
GPR55 LPI antagonism = inhibition of LPI-stimulated GPR55 beta-arrestin translocation – imaging, U2OS, beta-arrestin-GFP, LPI agonist, primary screen (AID 2013); 290,000 compounds, 0.13% hits; inhibition, % at 10 µM, or IC50 in µM where a hit was titrated; U2OS GPR55 beta-arrestin-GFP translocation imaging, LPI antagonism; higher % means a stronger effect;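 active = spots per cell inhibited over 60%, with over 100 cells counted and total cytoplasm intensity under 500,000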;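 note: U2OS cells stably carrying GPR55 and arrestin-GFP stimulated by 5 µM LPI near EC80; imaged beta-arrestin-GFP aggregate spots per cell after agonist stimulation; plate controls were LPI-stimulated DMSO wells for no effect and DMSO wells without LPI for full effect; some results filed as inactive read as strong as hits; confirmed hits need IC50 under 10 µM and bright autofluorescent wells are also inconclusive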
NTR1 agonist cell count 20 µM = second read-out of NTR1 agonist, no call of its own (marks repeat the call); cell count; measured here: cell count, cytotoxicity flag
* hit, by the source's call; [ ] = remark or other dose. This is a subset; rates above refer to the full screens.

`CC1CN(CCC(=O)Nc2ccc3c(c2)CCC3)CC(C)O1` (stereo not drawn) gave NTR1 agonist 0.8, Rac1 GTP hydrolysis 3%, UTI89 phage lysis 3.5%, KOR beta-arrestin-1 -6.2%, GPR55 activation -0.1%, NOD1 inhibition 6%, KOR beta-arrestin-2 11%, GPR35 antagonists 10%, GPR55 LPI antagonism 7% and NTR1 agonist cell count 20 µM 52.
Screening CCCNC(=O)COC(=O)/C=C/c1ccco1 returned NTR1 agonist -1.7, Rac1 GTP hydrolysis 11%, UTI89 phage lysis 1.5%[50 µM], KOR beta-arrestin-1 -5.1%, GPR55 activation 0.5%, NOD1 inhibition -14%, KOR beta-arrestin-2 22%, GPR35 antagonists -1%, GPR55 LPI antagonism 5% and NTR1 agonist cell count 20 µM 60.
For COc1ccc(Cc2nnc(SCC(=O)Nc3ccc(C)c(C)c3)o2)cc1OC the results were NTR1 agonist 0.6, Rac1 GTP hydrolysis 9%, UTI89 phage lysis -0.1%, KOR beta-arrestin-1 -1.5%, GPR55 activation 0.0%, NOD1 inhibition 19%, KOR beta-arrestin-2 7%, GPR35 antagonists -12%, GPR55 LPI antagonism -15% and NTR1 agonist cell count 20 µM 51.
CC(C)OCC(O)CS(=O)Cc1ccccc1 (stereo not drawn) was read as NTR1 agonist 1.3, Rac1 GTP hydrolysis 0%, UTI89 phage lysis 0.3%[50 µM], KOR beta-arrestin-1 7.4%, GPR55 activation -0.1%, NOD1 inhibition 1%, KOR beta-arrestin-2 -6%, GPR35 antagonists 4%, GPR55 LPI antagonism -8% and NTR1 agonist cell count 20 µM 54.
O=C(CCc1nnc2ccc(NCc3ccccc3Cl)nn12)NCC1CCN(C2CCCC2)C1 (stereo not drawn) was read as NTR1 agonist -0.8, Rac1 GTP hydrolysis 13%, UTI89 phage lysis -0.3%, KOR beta-arrestin-1 6.3%, GPR55 activation 0.2%, NOD1 inhibition -12%, KOR beta-arrestin-2 1%, GPR35 antagonists -5%, GPR55 LPI antagonism 4% and NTR1 agonist cell count 20 µM 68.
For CCN(CC)c1nc(SCCOC(=O)Nc2ccccc2)nc(N(CC)CC)n1 the results were NTR1 agonist 7.2, Rac1 GTP hydrolysis 8%, UTI89 phage lysis 0.1%, KOR beta-arrestin-1 -2.4%, GPR55 activation -0.5%, NOD1 inhibition -3%, KOR beta-arrestin-2 8%, GPR35 antagonists -2%, GPR55 LPI antagonism 7% and NTR1 agonist cell count 20 µM 52.
Screening Cc1ccccc1Nc1nc(N)nc(CSc2ccccc2)n1 returned NTR1 agonist 0.1, Rac1 GTP hydrolysis 10%, UTI89 phage lysis 0.2%, KOR beta-arrestin-1 5.6%, GPR55 activation 0.5%, NOD1 inhibition -85%, KOR beta-arrestin-2 -12%, GPR35 antagonists -6%, GPR55 LPI antagonism -2% and NTR1 agonist cell count 20 µM 88.
For CC(C)(C)OC(=O)N1CCC[C@H]1c1nnc(SCc2ccc(Cl)cc2)o1 the results were NTR1 agonist 2.1, Rac1 GTP hydrolysis -7%, UTI89 phage lysis -0.4%, GPR55 activation -0.1%, NOD1 inhibition -1%, KOR beta-arrestin-2 -4%, GPR35 antagonists 3%, GPR55 LPI antagonism -21% and NTR1 agonist cell count 20 µM 45.
For Cc1cc(C)n(CC(O)Cn2c3ccccc3c3ccccc32)c(=O)n1 (stereo not drawn) the results were NTR1 agonist 0.6, Rac1 GTP hydrolysis 5%, UTI89 phage lysis 1.6%, KOR beta-arrestin-1 -12%, GPR55 activation -0.2%, NOD1 inhibition -7%, KOR beta-arrestin-2 25%, GPR35 antagonists -1%, GPR55 LPI antagonism -5% and NTR1 agonist cell count 20 µM 47.
CCCc1c(C(=O)N/N=C/c2ccco2)nnn1-c1nonc1N was read as NTR1 agonist 0.3, Rac1 GTP hydrolysis 0%, UTI89 phage lysis 0.2%, KOR beta-arrestin-1 4.2%, GPR55 activation -0.1%, NOD1 inhibition -5%, KOR beta-arrestin-2 -8%, GPR35 antagonists 3%, GPR55 LPI antagonism -4% and NTR1 agonist cell count 20 µM 47.
For Cc1ccc(NC(=O)Cc2noc3ccccc23)nc1 the results were NTR1 agonist 0.3, Rac1 GTP hydrolysis 9%, UTI89 phage lysis 2.7%[50 µM], KOR beta-arrestin-1 -1.3%, GPR55 activation -0.3%, NOD1 inhibition -17%, KOR beta-arrestin-2 -10%, GPR35 antagonists 5%, GPR55 LPI antagonism -6% and NTR1 agonist cell count 20 µM 78.
For O=C(C1=C[C@@H](c2coc3ccccc3c2=O)C[C@@H](OCc2ccc(CO)cc2)O1)N1CCN(Cc2ccccc2)CC1 the results were Rac1 GTP hydrolysis 3%, UTI89 phage lysis -0.2%, KOR beta-arrestin-1 -3.2%, GPR55 activation 0.1%, NOD1 inhibition -13%, KOR beta-arrestin-2 8%, GPR35 antagonists -5% and GPR55 LPI antagonism 6%.
Screening Cc1cc(N/N=C/c2ccc3c(c2)OCO3)nc2ccccc12 returned NTR1 agonist 32, Rac1 GTP hydrolysis 11%, UTI89 phage lysis 7.6%, KOR beta-arrestin-1 1.5%, GPR55 activation 0.6%, NOD1 inhibition -7%, KOR beta-arrestin-2 -14%, GPR35 antagonists -1%, GPR55 LPI antagonism 8% and NTR1 agonist cell count 20 µM 47.
Screening O=c1[nH]c2ccc(S(=O)(=O)N3CCCCC3)cc2[nH]1 returned NTR1 agonist 0.1, Rac1 GTP hydrolysis 1%, UTI89 phage lysis -1.6%, KOR beta-arrestin-1 3.9%, GPR55 activation -0.1%, NOD1 inhibition 7%, KOR beta-arrestin-2 -21%, GPR35 antagonists 3%, GPR55 LPI antagonism -1% and NTR1 agonist cell count 20 µM 46.
For CCOC(=O)c1sc(N)c(C(=O)OCC)c1C the results were NTR1 agonist 0.4, KOR beta-arrestin-1 0.5%, GPR55 activation -0.3%, NOD1 inhibition -13%, KOR beta-arrestin-2 -14%, GPR35 antagonists -13%, GPR55 LPI antagonism -14% and NTR1 agonist cell count 20 µM 59.
For CCn1c(CCNC(=O)c2ccc(Cl)cc2Cl)n[nH]c1=S the results were NTR1 agonist 0.2, Rac1 GTP hydrolysis 1%, UTI89 phage lysis 0.1%, KOR beta-arrestin-1 -1.1%, GPR55 activation 0.7%, NOD1 inhibition -3%, KOR beta-arrestin-2 -21%, GPR35 antagonists 5%, GPR55 LPI antagonism 22% and NTR1 agonist cell count 20 µM 66.
COc1cc(OC)cc(C(=O)NC(c2ccccc2)c2ccccc2)c1 was read as NTR1 agonist -0.6, Rac1 GTP hydrolysis 5%, UTI89 phage lysis -0.3%, KOR beta-arrestin-1 -3.1%, GPR55 activation 0.3%, NOD1 inhibition -12%, KOR beta-arrestin-2 9%, GPR35 antagonists -5%, GPR55 LPI antagonism 10% and NTR1 agonist cell count 20 µM 51.
For CNC(=S)NCCc1c[nH]c2ccc(OC)cc12 the results were NTR1 agonist 0.9, Rac1 GTP hydrolysis 6%, UTI89 phage lysis 0.4%, KOR beta-arrestin-1 -3.6%, GPR55 activation 0.5%, NOD1 inhibition -46%, KOR beta-arrestin-2 3%[20 µM], GPR35 antagonists -17%, GPR55 LPI antagonism 7% and NTR1 agonist cell count 20 µM 53.
CC1(C)CCCC2=C1CC1C(=O)N(N)C(=O)C1C2 (stereo not drawn) was read as NTR1 agonist 1.1, Rac1 GTP hydrolysis 6%, UTI89 phage lysis 0.4%, KOR beta-arrestin-1 6.6%, GPR55 activation 0.1%, NOD1 inhibition -5%, KOR beta-arrestin-2 10%, GPR35 antagonists 4%, GPR55 LPI antagonism 4% and NTR1 agonist cell count 20 µM 59.
Screening COc1ccc(F)cc1S(=O)(=O)NCC1CCCO1 (stereo not drawn) returned NTR1 agonist -0.1, Rac1 GTP hydrolysis 1%, UTI89 phage lysis -0.5%, GPR55 activation -0.1%, NOD1 inhibition -10%, KOR beta-arrestin-2 -4%[20 µM], GPR35 antagonists 3%, GPR55 LPI antagonism -5% and NTR1 agonist cell count 20 µM 61.
Screening O=C(N/N=C/C=C\c1ccco1)c1ccccn1 returned NTR1 agonist -0.2, Rac1 GTP hydrolysis 15%, UTI89 phage lysis -1.6%, KOR beta-arrestin-1 0.0%, GPR55 activation -0.3%, NOD1 inhibition -3%, KOR beta-arrestin-2 16%, GPR35 antagonists -3%, GPR55 LPI antagonism -5% and NTR1 agonist cell count 20 µM 53.
CCc1cccc(C)c1NC(=O)C1CCCO1 (stereo not drawn) was read as NTR1 agonist -1.3, Rac1 GTP hydrolysis 15%, UTI89 phage lysis 0.7%, KOR beta-arrestin-1 -2.9%, GPR55 activation -0.2%, NOD1 inhibition 7%, KOR beta-arrestin-2 17%, GPR35 antagonists -10%, GPR55 LPI antagonism 1% and NTR1 agonist cell count 20 µM 48.
`CCc1ccccc1N(CC(=O)N1CCN(c2ccc(F)cc2)CC1)S(C)(=O)=O` gave NTR1 agonist -0.6, Rac1 GTP hydrolysis 8%, UTI89 phage lysis -0.3%[50 µM], KOR beta-arrestin-1 28%, GPR55 activation 0.3%, NOD1 inhibition 9%, KOR beta-arrestin-2 -1%, GPR35 antagonists 7%, GPR55 LPI antagonism 2% and NTR1 agonist cell count 20 µM 50.
For O=C1NCCCC1C(=O)N/N=C/c1cccc(O)c1 (stereo not drawn) the results were NTR1 agonist -0.1, Rac1 GTP hydrolysis 3%, UTI89 phage lysis 0.1%, KOR beta-arrestin-1 10%, GPR55 activation -0.3%, NOD1 inhibition -28%, KOR beta-arrestin-2 -45%, GPR35 antagonists 3%, GPR55 LPI antagonism 5% and NTR1 agonist cell count 20 µM 87.
For C[C@H](NC(=O)c1[nH]cnc1C(=O)Nc1ccc(Cl)cc1)C(=O)OC(C)(C)C the results were NTR1 agonist 41*, Rac1 GTP hydrolysis 6%, UTI89 phage lysis 0.8%, KOR beta-arrestin-1 -2.5%, GPR55 activation -0.1%, NOD1 inhibition -5%, KOR beta-arrestin-2 19%, GPR35 antagonists 20%, GPR55 LPI antagonism -4% and NTR1 agonist cell count 20 µM 96*.
`COc1cccc(C(C(=O)NC2CCCC2)N(C(=O)c2ccco2)c2cccc(C(C)=O)c2)c1OC` (stereo not drawn) gave NTR1 agonist 1.2, Rac1 GTP hydrolysis 5%, UTI89 phage lysis 0.1%, KOR beta-arrestin-1 4.2%, GPR55 activation -0.2%, NOD1 inhibition -13%, KOR beta-arrestin-2 -44%, GPR35 antagonists -2%, GPR55 LPI antagonism 0% and NTR1 agonist cell count 20 µM 47.

Screening data from PubChem.
